Compound activity from PubChem BioAssay.
CASP6 VEID inh: blocks human caspase-6 cleavage activity; P55212; purified caspase-6, Z-VEID-R110 cleavage fluorescence; inhibition, % at 12.5 µM; actives 0.53% (n = 350,000);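 active = mean inhibition across replicates at least about 35%, with every replicate also reaching that limit, limit read from the data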;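 also: 0% = median of neutral control wells and 100% = no fluorescence left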
Target sequence (P55212 24-179 limits assumed): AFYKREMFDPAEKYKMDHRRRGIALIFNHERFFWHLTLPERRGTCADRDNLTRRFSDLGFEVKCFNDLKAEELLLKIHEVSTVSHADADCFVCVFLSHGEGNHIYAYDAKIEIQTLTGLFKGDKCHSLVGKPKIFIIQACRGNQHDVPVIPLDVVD
Target sequence (P55212 194-293 limits assumed): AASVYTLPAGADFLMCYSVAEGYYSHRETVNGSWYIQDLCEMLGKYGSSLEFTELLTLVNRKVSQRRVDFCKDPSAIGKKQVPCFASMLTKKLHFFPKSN
S100A4 MyoIIA: inhibitors of human S100A4 binding to myosin IIA peptide | P26447 | S100A4/TAMRA-MyoIIA peptide fluorescence polarization | inhibition, % at 10.7 µM | actives 0.14% (n = 360,000);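 active = mean inhibition of at least 70% across replicates, with every replicate also reaching that level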
Target sequence (P26447 whole entry, looked up): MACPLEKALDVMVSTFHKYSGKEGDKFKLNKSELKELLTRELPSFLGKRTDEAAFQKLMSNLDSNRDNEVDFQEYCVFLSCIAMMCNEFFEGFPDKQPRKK
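Compound dosing: one dose per compound; test system: human S100A4 monomer with TAMRA-labelled myosin IIA peptide; probe or stimulus: TAMRA-labelled myosin IIA heavy-chain peptide probe, 5 nM; medium: HEPES buffer with Ca2+, pH 7.2; schedule: 5 min incubation before reading; benchmarks: neutral control DMSO, positive control TFP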
esBAF inh: inhibitors of esBAF chromatin remodeling in mouse ES cells. actives 2% (n = 350,000). reporter increase, % at 12.5 µM. Bmi1-luciferase knock-in reporter, 24 h; 100% = twice the neutral-well signal; in the data active = activation above about 40%;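 also: 0% = median of the plate's neutral control wells and 100% = double that signal; a rise in the Bmi1 reporter signal indicates esBAF inhibition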
LGR2 antag: Drosophila LGR2 receptor signaling inhibition; HEK293 LGR2, CRE-luciferase, bursicon-stimulated, 4 h; inhibition, % at 9.99 µM; actives 0.35% (n = 380,000); AID 720647;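 active = drop in luminescence signal, shown as inhibition above about 50% in the replicate tests, limit read from the data, passing the limit was not always enough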;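 also: agonist challenge used bursicon conditioned medium at about half maximal strength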
C2C12 statin: suppression of simvastatin myotoxicity; rescue of ATP level, % at 7.49 µM; actives 0.78% (n = 330,000); C2C12 myotubes + simvastatin, ATP luminescence, 48 h; scaled: DMSO 0, geranylgeraniol control 100;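 active = mean ATP rescue above about 67%, or every replicate alone reaching that limit, limit read from the data, passing the limit was not always enough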;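 also: myotubes were challenged with 10 µM simvastatin during compound exposure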
SIRT5 inh: blocks human SIRT5 desuccinylation of peptide | inhibition, % at 15 µM | actives 1.1% (n = 330,000) | Purified SirT5, succinyl-peptide AMC, trypsin-coupled fluorescence; in the data active = inhibition above about 15%
Target sequence (Q9NXA8 whole entry, looked up): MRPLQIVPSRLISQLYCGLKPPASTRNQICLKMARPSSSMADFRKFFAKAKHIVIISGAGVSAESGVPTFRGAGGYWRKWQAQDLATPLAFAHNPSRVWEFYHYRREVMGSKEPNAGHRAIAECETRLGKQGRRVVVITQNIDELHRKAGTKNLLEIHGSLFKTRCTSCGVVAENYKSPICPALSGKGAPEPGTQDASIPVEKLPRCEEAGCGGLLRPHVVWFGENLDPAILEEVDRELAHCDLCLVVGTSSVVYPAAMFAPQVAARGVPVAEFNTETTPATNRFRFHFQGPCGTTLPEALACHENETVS
FN deposition inh: fibronectin deposition inhibition | AH1F fibroblasts, Alexa488-fibronectin deposition fluorescence, overnight | inhibition, % at 12.6 µM | actives 0.086% (n = 350,000);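 active = mean inhibition across replicates of 30% or more, regardless of how many single replicates reach that level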;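 also: positive control wells lacked labelled fibronectin entirely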
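test system = AH1F fibroblasts assembling fluorescent fibronectin matrix | quantity = 10000 AH1F cells per well | buffer or medium = DMEM plus 2% serum, read in PBS | doses = single dose, pinned | incubation = 1 h cell attachment, overnight exposure to compound and label | detection = fluorescence at 485 nm excitation, 525 nm emission | read-out basis = inhibition from reduced deposited-fibronectin fluorescence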
* = called active by the depositor; x = not tested or not shown. Only part of the results is shown; rates above refer to the full screens.

Structure | CASP6 VEID inh | S100A4 MyoIIA | FN deposition inh | SIRT5 inh | LGR2 antag | C2C12 statin | esBAF inh
COCCS(=O)(=O)N(Cc1ccccc1)[C@H](C(=O)OC)C(C)C | 0 | 0 | 2 | 0 | -12 | -4 | 0
C[C@@H]1CN([C@@H](C)CO)C(=O)c2cccc(NS(=O)(=O)c3ccccc3)c2O[C@@H]1CN(C)Cc1ccc2c(c1)OCO2 | -1 | 15 | x | -2 | -12 | -13 | 0
Cn1cnc(S(=O)(=O)N2CCCCN3[C@H](CO)[C@@H](c4ccc(C#CC5CCCC5)cc4)[C@@H]3C2)c1 | -3 | 6 | x | 3 | 5 | 6 | 1
CC(=O)c1cc2c(cc1C)CCCC2(C)C | 4 | 4 | 6 | -4 | 9 | -4 | 1
O=C(NCc1ccco1)C1CCN(c2ccc(N3CCOCC3)nn2)CC1 | -4 | -11 | 1 | -8 | 42 | -3 | 9
C[C@@H]1CN([C@@H](C)CO)C(=O)c2ccccc2-c2ccccc2CO[C@H]1CN(C)S(=O)(=O)c1cccc(C#N)c1 | -2 | -2 | -27 | 5 | -14 | x | 0
O=C(c1cc(COc2ccc(F)c(F)c2)on1)N1CCSCC1 | 0 | 3 | x | -3 | -12 | -2 | 51*
COc1ccc2c3c(n(C)c2c1)[C@@H](CO)N(C(=O)c1cnccn1)CC31CCN(C(C)=O)CC1 | -4 | 14 | x | 0 | 16 | x | x
COC(=O)[C@H]1C[C@@H]1[C@H](NC(=O)c1cccnc1)c1ccccc1 | -3 | -4 | -1 | x | 14 | -5 | -1
COc1ccc(C#Cc2cnc3c(c2)C(=O)N([C@H](C)CO)C[C@H](C)[C@@H](CN(C)C(C)=O)O3)cc1 | -1 | -5 | -7 | 1 | -20 | 22 | -5
CCCNC(=O)Nc1ccc2c(c1)C(=O)N(C)C[C@@H](OC)[C@@H](C)CN(CCC)[C@H](C)CO2 | -12 | 3 | 19 | 0 | -10 | 8 | -4
O=C(O)CCC(=O)N1N=C(c2ccc(Br)cc2)CC1c1cccs1 (stereo not given) | -1 | 3 | 1 | -5 | -11 | x | x
CC(=O)N1[C@@H]2c3ccc(-c4ccncc4)c(=O)n3C[C@@H]2[C@@H](CO)[C@@H]1C(=O)NCc1ccccc1Cl | 3 | 15 | x | -66 | 2 | -5 | -3
COc1ccc2[nH]cc(S(=O)(=O)c3ccc(F)cc3)c(=O)c2c1 | -2 | 0 | -10 | -3 | 9 | 20 | 13
Cc1cc(C)cc(NC(=O)CSc2nnc(Cc3cccn3C)n2-c2ccc(F)cc2)c1 | 4 | 17 | -11 | x | -10 | 2 | 4
O=C(NC12CC3CC(CC(C3)C1)C2)N1CCN(c2ccccn2)CC1 | 1 | 3 | x | 3 | 3 | -2 | 10
O=C(NCc1ccc(F)cc1)C(=O)NCC1OCCN1C(=O)c1ccc(Cl)cc1 (stereo not given) | -1 | 0 | -6 | -2 | 9 | 4 | -2
O=C(c1cccs1)N1C[C@@H](O)[C@H](n2cc(C3CC3)nn2)C[C@@H]1c1ccc(Cl)cc1 | 1 | -2 | -4 | 0 | -9 | 5 | 3
O=C(O)CCN1C(=O)CC2(CCCCC2)C1=O | x | x | x | x | 8 | 0 | -9
O=[N+]([O-])c1ccc(/C=N/NC(=S)Nc2ccc(Cl)cc2Cl)s1 | 1 | 5 | -15 | -4 | -7 | -39 | -9
Cc1ccc(C2(C(F)(F)F)NC(=O)N3C(=C2C#N)Nc2ccccc23)cc1 (stereo not given) | x | x | 2 | x | x | 2 | -4
CN1CCN(CCNC(=O)Nc2ccccc2[N+](=O)[O-])CC1 | -9 | -1 | -5 | -3 | -1 | -3 | -5
N#Cc1c(Nc2ccccc2)sc(C(=O)C2CC2)c1N | 5 | 5 | -5 | -2 | 16 | x | x
Cc1ccc(C)c(N2CCN(C(=O)c3cc(S(=O)(=O)N4CCOCC4)cn3C)CC2)c1 | 2 | -5 | -18 | -2 | 8 | -2 | 1
COc1cc2ccccc2cc1C(=O)N1CCN(C(C)=O)CC1 | 0 | 3 | -5 | 2 | 20 | 5 | -7
Cc1cc(NC(=O)C(=O)c2cn(C)c3ccccc23)no1 | -1 | 0 | 2 | -2 | 8 | x | x
COC(=O)c1ccc(NC(=S)N2CCC(C(N)=O)CC2)cc1 | 2 | 8 | 1 | x | -3 | x | x
CN(C)C(CNC(=O)C1CC(=O)N(c2cccc(C(F)(F)F)c2)C1)c1ccccc1 (stereo not given) | -5 | 32 | x | x | 9 | 48 | -1
Cc1noc(C)c1S(=O)(=O)N1CCC(C(=O)NC2CCN(Cc3ccccc3)CC2)CC1 | x | x | x | x | -4 | 26 | 1
COc1ccc(C2NC(=O)c3ccccc3N2)c(OC)c1OC (stereo not given) | 0 | 1 | -5 | x | x | 12 | 1

(listing goes on)
Structure | CASP6 VEID inh | S100A4 MyoIIA | FN deposition inh | SIRT5 inh | LGR2 antag | C2C12 statin | esBAF inh
O=C(NC(=S)Nc1ccc(NC(=O)c2ccccc2)cc1)c1ccc(F)cc1 | 2 | 0 | 0 | -7 | -3 | x | x
COc1ccc([N+](=O)[O-])cc1NC(=O)CC1SC(=Nc2cccc(C)c2C)N(/N=C(\C)c2ccc(C)cc2)C1=O (stereo not given) | -1 | 7 | -5 | 0 | 2 | 4 | 10
CN1CCN(c2nc(-c3cccs3)cs2)CC1 | -4 | -8 | -10 | -2 | 11 | x | x
COc1cc(/C=N\NC(=O)c2ccccc2F)ccc1Oc1ccc([N+](=O)[O-])cn1 | -4 | -2 | -4 | -2 | -3 | x | x
CC1CN(C(=O)c2cc(-c3ccncc3)nc3ccccc23)CC(C)O1 (stereo not given) | 0 | -1 | -5 | 5 | -12 | 13 | -3
Cc1ccc(NC(=O)NC(=O)CN2CCC(C(N)=O)CC2)c(C)c1 | -2 | -4 | -3 | -2 | 2 | -2 | 43*
COc1ccc(S(=O)(=O)NCC(c2cccnc2)N2CCN(c3ccccc3)CC2)cc1C (stereo not given) | 2 | -1 | x | -4 | 0 | -4 | -4
O=C(c1cccnc1)N1CC(=O)N2[C@@H](CO)[C@@H](c3ccc(-c4ccc(F)cc4)cc3)[C@@H]2C1 | -1 | 0 | x | 14 | -6 | x | x
CC12CC(NC(=O)N1Cc1ccccc1)c1ccccc1O2 (stereo not given) | 0 | 2 | 7 | -4 | 10 | 25 | -11
O=S(=O)(c1ccccc1)N1CCCCN2[C@@H](CO)[C@H](c3ccc(-c4ccccc4F)cc3)[C@@H]2C1 | x | x | x | -2 | 3 | 0 | -15
O=C(CCC1CCCCC1)NCCN1CCOCC1 | -2 | -9 | -5 | 0 | 6 | 10 | -1
CNC[C@@H]1Oc2ccc(NS(=O)(=O)c3ccccc3)cc2C(=O)N([C@@H](C)CO)C[C@@H]1C | 0 | 5 | x | -1 | 8 | 4 | 1
O=C(CCC(=O)Nc1nnc(C2CCCCC2)s1)NCc1ccc(F)cc1 | -3 | 5 | 3 | 1 | 6 | 6 | -2
C[C@@H]1CN([C@@H](C)CO)C(=O)Cc2cc(NC(=O)c3ccncc3)ccc2O[C@@H]1CN(C)S(=O)(=O)c1ccc(Cl)cc1 | x | x | x | -4 | -7 | 22 | -3
COC(=O)[C@]12C[C@H](CC(=O)N3CCSCC3)C(=O)N(Cc3ccccc3)C1=C[C@H](C1CCCC1)O[C@@H]2C | 3 | 8 | 2 | x | 3 | x | x
OC(Cc1ccncc1)(c1ccccc1)c1ccccc1 | -5 | -4 | 3 | x | 18 | -10 | -3
Cc1[nH]c(C)c(S(=O)(=O)Nc2cccc(Cl)c2C)c1C(=O)N1CCCC1 | -1 | -3 | -2 | -4 | 7 | 9 | -5
COc1cc(C(=O)NC(=S)N(CCc2ccccc2)CCc2ccccc2)cc(OC)c1OC | x | x | 3 | x | 16 | -81 | 5
O=C1NC(=Nc2ccccc2)S/C1=C\c1cccnc1 | -4 | -1 | 7 | 1 | -19 | x | x
CCOc1ccc(C(C)C)cc1S(=O)(=O)n1ccnc1C | 1 | 6 | 2 | 17* | -9 | 5 | -3
C=CCOC(=O)[C@H]1[C@@H]2C(=O)O[C@@H](c3ccccc3)[C@@H](c3ccccc3)N2[C@@H](c2ccc(OCCOC(=O)[C@@H]3C[C@@H]4C(=O)N[C@@H](CC(C)C)C(=O)N4[C@@H]3c3cccc(OCCO)c3)cc2)[C@]12C(=O)Nc1ccccc12 | 0 | -6 | x | 1 | x | x | x
Cn1c(CN2CCOCC2)nnc1SCc1ccccc1 | 0 | 3 | 3 | x | 0 | -3 | -5
O=C(COc1ccccc1)N=C1SC2CS(=O)(=O)CC2N1c1cccc(F)c1 (stereo not given) | 3 | -3 | -6 | -3 | 0 | 7 | -1
O=C(NCc1ccccc1)[C@@H]1CCCN1C(=O)[C@H]1CCCN1C(=O)N1CCCCC1 | 3 | 0 | 6 | x | 2 | x | x
CCC(CO)Oc1cc(NCc2cccc(F)c2)c2ncn(C(C)C)c2c1 (stereo not given) | 17 | 3 | -1 | x | -3 | 8 | -6
Cc1ccc(NC(=O)c2cnccn2)cc1 | -1 | -2 | 12 | 0 | -123 | x | x
Cc1cccnc1NC(=O)c1ccc(Cl)c(S(=O)(=O)N2CCCCC2)c1 | 2 | -8 | 0 | -1 | 1 | -9 | 12
COc1ccc(NC(=O)CSc2nnc(-c3ccccc3C)n2C)cc1 | x | x | -3 | x | x | -2 | 6
COc1cc(C(=O)OCCCN(C)C)cc(OC)c1OC | -2 | -5 | -3 | x | 15 | 9 | -2
O=C(CC1CCCCC1)NCc1ccc(F)cc1 | -4 | -3 | 6 | -1 | -17 | 2 | 17
C[C@@H]1CN([C@@H](C)CO)C(=O)c2cc(NC(=O)CCCCCC(=O)Nc3ccccc3N)ccc2O[C@@H]1CN(C)C(=O)Nc1ccc(F)cc1 | -2 | -2 | x | x | 11 | x | x

Limited to FN deposition inh, SIRT5 inh and CASP6 VEID inh (two entries from above):
SMILES	FN deposition inh	SIRT5 inh	CASP6 VEID inh
C[C@@H]1CN([C@@H](C)CO)C(=O)Cc2cc(NC(=O)c3ccncc3)ccc2O[C@@H]1CN(C)S(=O)(=O)c1ccc(Cl)cc1	x	-4	x
Cc1[nH]c(C)c(S(=O)(=O)Nc2cccc(Cl)c2C)c1C(=O)N1CCCC1	-2	-4	-1

Compound profiles (already shown).
`O=C(O)CCC(=O)N1N=C(c2ccc(Br)cc2)CC1c1cccs1` (stereo not given) across the screens: CASP6 VEID inh = -1; S100A4 MyoIIA = 3; FN deposition inh = 1; SIRT5 inh = -5; LGR2 antag = -11; C2C12 statin = x; esBAF inh = x
`C[C@@H]1CN([C@@H](C)CO)C(=O)c2ccccc2-c2ccccc2CO[C@H]1CN(C)S(=O)(=O)c1cccc(C#N)c1` across the screens: CASP6 VEID inh = -2; S100A4 MyoIIA = -2; FN deposition inh = -27; SIRT5 inh = 5; LGR2 antag = -14; C2C12 statin = x; esBAF inh = 0
`COC(=O)c1ccc(NC(=S)N2CCC(C(N)=O)CC2)cc1` across the screens: CASP6 VEID inh = 2; S100A4 MyoIIA = 8; FN deposition inh = 1; SIRT5 inh = x; LGR2 antag = -3; C2C12 statin = x; esBAF inh = x
